# RNase H inhibition: RNase H inhibition, HIV 1 Gag Pol polyprotein, FRET biochemical assay, screening (AID 372); HIV-1 RT RNase H, FRET RNA/DNA substrate fluorescence; higher % means a stronger effect; 100,000 tested, 0.77% active; one-dose inhibition, % at 10 µM; IC50 in µM for titrated hits; in the data active = inhibition above about 50%
# The depositor's hits bear a star. A portion of the library; rates above refer to the full screens.
SMILES,RNase H inhibition
O=C1C2C3C=CC(C3)C2C(=O)N1c1ccccc1Oc1c(F)c(F)c(Oc2ccccc2N2C(=O)C3C4C=CC(C4)C3C2=O)c(F)c1F (stereo not given),17.0%
COc1ccccc1NC(=O)COc1ccc(/C=N/NS(=O)(=O)c2ccc(C)cc2)cc1,7.0%
Brc1cccc(CN2CCN(Cc3ccncc3)CC2)c1,3.0%
COC(=O)c1ccc(C(=O)OC)c(NC(=O)C(C)Oc2ccc(Cl)cc2C)c1 (stereo not given),28.0%
O=C(CC(=O)Nc1cccc(C(F)(F)F)c1)Nc1cccc(C(F)(F)F)c1,10.0%
CCCCSc1nc2c(c(=O)n1CC1CCCCC1)C1(CCCC1)Cc1ccccc1-2,3.0%
CC(=O)NC(NC(C)=O)c1ccccc1Cl,0.0%
Cc1cc(/C=C2\SC(=O)N(c3ccccc3)C2=O)c(C)n1-c1cccc([N+](=O)[O-])c1,44.0%
CC(C)(C)c1ccc(C(=O)Nc2ccc(NC(=O)/C=C\c3ccccc3)cc2)cc1,24.0%
COc1ccc(C2CC(=O)C3=C(C2)NC(C)=C(C(=O)OCC(C)C)C3c2cccc(F)c2)cc1 (stereo not given),11.0%
COc1cc(C)ccc1OCCCCOc1ccc(I)cc1,17.0%
CCOc1ccc(N(CC(=O)Nc2cccnc2)S(=O)(=O)c2ccc(Br)cc2)cc1,11.0%
O=S(=O)(c1ccc2ccccc2c1)N1CCCc2ccccc21,46.0%
Cc1ccc(S(=O)(=O)Nc2ncn[nH]2)cc1,14.0%
Cc1cc(N2C(=O)NC(=O)/C(=C\c3ccc(N4CCCCC4)o3)C2=O)ccc1Br,6.0%
O=C1NC(=O)N(c2ccccc2)C(=O)/C1=C/c1cnc(-c2ccccc2)nc1,0.0%
Cc1ccc(/C=C/C(=O)Nc2ccc(F)c([N+](=O)[O-])c2)cc1,8.0%
CCOc1cccc2c1NC(C)(C)c1sn(-c3ccc(C)c(C)c3)c(=S)c1-2,7.0%
CCCCn1c(NC(=O)c2ccc(Cl)cc2)nc2ccccc21,10.0%
Cc1ccc(C(=O)N/C(=C/c2ccc(-c3ccccc3[N+](=O)[O-])o2)C(=O)NCc2ccco2)cc1,20.0%
Cc1cc(/C=C2\C(=O)NC(=S)N(c3ccccc3)C2=O)c(C)n1-c1ccc(C(=O)O)c(Cl)c1,22.0%
O=C(NCc1ccc(Cl)cc1)C(=O)Nc1cccc(Br)c1,12.0%
Cc1ccc(N2C(=O)/C(=C/c3cccn3-c3ccccc3)C(=O)NC2=S)c(C)c1,12.0%
CC1=C(C(=O)Nc2ccc(Cl)cc2)C(c2ccc(Cl)cc2Cl)NC(=S)N1 (stereo not given),12.0%
COc1ccc(C(=O)OCCNC(=O)c2ccc[n+](C)c2)cc1,13.0%

# Some of the entries so far, with each value named:
> Cc1ccc(S(=O)(=O)Nc2ncn[nH]2)cc1
- RNase H inhibition: 14.0%

> COc1ccc(C2CC(=O)C3=C(C2)NC(C)=C(C(=O)OCC(C)C)C3c2cccc(F)c2)cc1 (stereo not given)
- RNase H inhibition: 11.0%

> Cc1cc(N2C(=O)NC(=O)/C(=C\c3ccc(N4CCCCC4)o3)C2=O)ccc1Br
- RNase H inhibition: 6.0%

> COc1ccccc1NC(=O)COc1ccc(/C=N/NS(=O)(=O)c2ccc(C)cc2)cc1
- RNase H inhibition: 7.0%

# More compounds:
SMILES,RNase H inhibition
CCOc1cc(N)ccc1C1CCCCC1,0.0%
COc1ccc(C2/C(=C(/O)c3ccccc3)C(=O)C(=O)N2Cc2ccccc2)cc1 (stereo not given),0.0%
O=C(Nc1cc(N2C(=O)C=CC2=O)ccc1Cl)c1cccs1,29.0%
COc1ccc(N(CC(=O)Nc2cccc3ccccc23)S(C)(=O)=O)c(OC)c1,9.0%
CC(C)(C)c1ccc(OCC(O)CN2CCN(Cc3ccc4c(c3)OCO4)CC2)cc1 (stereo not given),9.0%
O=C1N/C(=C/c2ccc(Br)cc2)C(O)=C1C=NCc1ccccc1,17.0%
CCOc1cc(C(=O)Nc2ccc3c(c2)OCCO3)cc(OCC)c1OCC,11.0%
O=c1c(Cl)c(Cl)cnn1Cc1ccccc1Cl,0.0%
Cc1ccc(/C=N/NC(=O)c2cc(I)ccc2O)cc1,7.0%
Cc1cc(C)n(-c2cc(-n3cccn3)ncn2)n1,3.0%
O=C(CN(c1cccc(Cl)c1)S(=O)(=O)c1ccccc1)NCCSCc1ccccc1,15.0%
COc1ccc(/C=N/NC(=O)c2ccccn2)cc1O,16.0%
COc1ccccc1NC(=O)c1c(N)sc2c1CCC2,43.0%
O=C(Nc1cccc(NC(=S)NC(=O)c2cccs2)c1)c1ccco1,16.0%
COc1ccc(C(=O)Oc2ccc(/C=C3\SC(N)=NC3=O)cc2)cc1,14.0%
COC(=O)C1=C(C)NC2=C(C(=O)c3ccccc32)C1c1ccc(OCc2cccc([N+](=O)[O-])c2)c(Br)c1 (stereo not given),12.0%
Cc1ccc(NC2=C(Cl)C(=O)N(c3ccccc3Cl)C2=O)cc1C,8.0%
O=C(CCN1C(=O)c2cccc3cccc(c23)C1=O)NCc1ccc2c(c1)OCO2,8.0%
O=C(CC1(C(F)(F)F)NCCN1)c1cccc([N+](=O)[O-])c1,0.0%
COc1cc(C=O)ccc1Oc1ccc(C(F)(F)F)cc1[N+](=O)[O-],10.0%
COc1ccc(OC)c(Nc2nc(-c3sc(NC(C)=O)nc3C)cs2)c1,9.0%
Cc1nc(N/N=C/c2cccc(F)c2)cc(-c2ccccc2)n1,3.0%
Cc1ccc(NCc2ccccc2[N+](=O)[O-])c(Br)c1,6.0%
O=C(/C=C/Nc1ccccc1O)c1ccc(-c2ccccc2)cc1,19.0%
O=[N+]([O-])c1ccc(Oc2ccc(S(=O)(=O)Nc3ccc(Cl)cc3)cc2)cc1,15.0%
# More structures follow:
SMILES,RNase H inhibition
COc1ccc(OC)c(Nc2nc(-c3sc(NC(=O)c4ccccc4)nc3C)cs2)c1,0.0%
O=C1c2ccccc2C(=O)N1/N=C/c1ccc(O)c(O)c1,46.0%
CCOc1cc(/C=C(\C#N)C(=O)NC2CCCCC2C)cc(Br)c1OCC(N)=O (stereo not given),13.0%
CC1=C(C(=O)Nc2ccccc2C)C(c2ccc(Br)c([N+](=O)[O-])c2)NC(=O)N1 (stereo not given),9.0%
Cc1ccccc1NC(=O)/C(C#N)=C/c1ccc(-c2ccc(C(=O)O)c(Cl)c2)o1,0.0%
Oc1c(Cl)cc(Cl)cc1/C=N/Nc1nc(-c2ccccc2)cc(-c2ccc(Br)cc2)n1,11.0%
COc1cc(/C=C(/C#N)C(N)=O)cc(Br)c1O,2.0%
CCOc1cc2c(c([N+](=O)[O-])c1)NC(c1ccc(Cl)cc1)C1CC=CC21 (stereo not given),13.0%
O=C(NCc1ccco1)/C(=C/c1cccc(Oc2ccccc2)c1)NC(=O)c1ccccc1,0.0%
COC(=O)c1ccccc1P(C)(C)=O,3.0%
CCOc1ccc(NCc2nc3ccccc3n2C)cc1,5.0%
O=C(NCCc1cccc(C(F)(F)F)c1)C(=O)Nc1ccccc1F,5.0%
C#CCOc1ccc(/C=C2/C(=O)NC(=O)N(c3ccccc3F)C2=O)cc1OCC,1.0%
Oc1ccc(/C=N/N2CCN(Cc3ccc(Cl)cc3)CC2)cc1O,41.0%
O=C(Nc1ccc(N2C(=O)C3C4C=CC(C4)C3C2=O)cc1Cl)c1cccs1 (stereo not given),25.0%
CN1C(=O)C(=O)/C(=C(\O)c2ccc(Cl)cc2)C1c1ccccc1 (stereo not given),0.0%
Brc1cccc(C=NN2CCN(Cc3ccccc3)CC2)c1,7.0%
CSc1nnc2c(n1)OC(c1ccc(O)c(O)c1)Nc1ccc(Br)cc1-2 (stereo not given),44.0%
CCN=C1SC(CC(=O)Nc2ccc(N3CCCCC3)cc2)C(=O)N1CC (stereo not given),26.0%
CC1=NN(c2cccc(Cl)c2)C(=O)/C1=C/c1ccc(-c2ccc(Cl)c(C(=O)O)c2)o1,20.0%
COC(=O)C1=C(C)NC(=O)NC1c1ccc(-c2ccccc2)cc1 (stereo not given),9.0%
C=CCOc1ccc(/C=C2/C(=O)NN(c3ccc(C(=O)OCC)cc3)C2=O)cc1OC,9.0%
Cc1oc(C(=O)O)cc1COc1ccccc1Cl,0.0%
O=S(=O)(Cc1ccccc1)N1CCN(c2cccc(Cl)c2)CC1,11.0%
CC1=C(C(=O)Nc2ccccc2C)C(c2ccc(F)c(F)c2)C2=C(CC(C)(C)CC2=O)N1 (stereo not given),8.0%
# Remaining list, next part
SMILES,RNase H inhibition
Cc1c(N2C(=O)CCC2=O)c(=O)n(-c2ccccc2)n1C,0.0%
COc1cc(-c2nnc(SCC(=O)N/N=C/c3ccncc3)n2-c2ccccc2)cc(OC)c1OC,0.0%
CN=C(NS(=O)(=O)c1ccccc1)c1ccccc1,2.0%
NC(=O)c1c(NC(=O)c2ccccc2)sc2c1CCC2,11.0%
CCC(C)OC(=O)C1=C(C)NC2=C(C(=O)CC(c3ccc(OC)cc3)C2)C1c1ccc(OC)cc1OC (stereo not given),1.0%
NS(=O)(=O)c1ccc(NC(=O)/C(=C\c2cccs2)NC(=O)c2ccccc2)cc1,19.0%
O=C1NC(=O)N(c2ccccc2)C(=O)/C1=C\C=C\c1cccc([N+](=O)[O-])c1,6.0%
O=C1C(=O)N(c2cccc(Br)c2)C(c2ccccc2[N+](=O)[O-])/C1=C(/O)c1ccccc1 (stereo not given),2.0%
COC(=O)c1ccc(N2C(=O)CC(NCc3ccc(Cl)c(Cl)c3)C2=O)cc1 (stereo not given),0.0%
COc1ccc(C(=O)CSc2nc3ccccc3c(=O)n2-c2ccc(Br)cc2)cc1,8.0%
Cc1cc(C(=O)N/N=C/c2ccc(Cl)c(Cl)c2)n[nH]1,11.0%
NC(=O)c1c(NC(=O)c2cc(-c3ccc(Cl)c(Cl)c3)nc3ccccc23)sc2c1CCCCC2,11.0%
CCOc1ccc(C(=O)Nc2cccc(F)c2)cc1,10.0%
O=C(CNC(=O)c1ccc(-c2ccccc2)cc1)c1ccc(-c2ccccc2)cc1,6.0%
CCOC(=O)C1(C)C=C(Nc2ccccc2[N+](=O)[O-])C(=O)N1c1ccccc1 (stereo not given),5.0%
O=c1[nH]c(=S)ccn1-c1nc(-c2ccccc2)sc1-c1ccccc1,9.0%
CC(=O)OC(C#CCN1CCOCC1)c1ccccc1 (stereo not given),11.0%
CCOc1cc(/C=C2\NC(=S)NC2=O)cc(Br)c1OC,38.0%
CCCCc1ccc(/C(C)=N/Nc2nc(C)cc(-c3ccccc3)n2)cc1,11.0%
COc1cccc(NCCC(=O)c2ccccc2)c1,0.0%
COc1cc(C(=O)N/N=C/c2ccco2)ccc1O,0.0%
Cc1ccc2nc(-c3ccc(NC(=O)Cc4ccccc4)cc3)sc2c1,52.0%*
Cc1ccc(-c2nc3cc(NC(=O)c4ccco4)ccc3o2)c(C)c1,19.0%
Cc1ccc(S(=O)(=O)N(CC(=O)NCC(C)C)c2cccc(Cl)c2C)cc1,7.0%
CS/C(N)=N/N=C/c1cc(C)ccc1O,6.0%
# (more compounds)
SMILES,RNase H inhibition
N#CC1=C(N)Oc2cc(N)ccc2C1c1ccc2ccccc2c1 (stereo not given),19.0%
COc1ccc(S(=O)(=O)n2cnc(C)c2)cc1OC,15.0%
Cc1ccccc1N(CC(=O)Nc1ccc(F)cc1)S(=O)(=O)c1ccccc1,13.0%
CCCOC(=O)c1ccc(NC(=S)NC(=O)c2ccccc2I)cc1,14.0%
CCOC(=O)c1ccc(N2C(=O)CC(N3CCC(C)CC3)C2=O)cc1 (stereo not given),7.0%
CCCCCC(=O)NNC(=O)c1ccco1,3.0%
CCOC(=O)c1c(C)n(OCc2ccccc2)c2ccc3c(no[n+]3[O-])c12,2.0%
COc1ccc(NC(=O)/C(C#N)=C\c2cc(C)n(-c3ccccc3)c2C)cc1,7.0%
COc1ccc(OC(=O)Nc2ccccc2)cc1,2.0%
CCC(C(C)=O)C(=O)Nc1ccccc1 (stereo not given),1.0%
Cc1cccc(NC(=O)/C(=C\c2ccco2)NC(=O)c2ccc(Cl)cc2Cl)c1,0.0%
OCc1cn(-c2ccccc2)nc1-c1ccc(-c2ccccc2)cc1,18.0%
O=[N+]([O-])c1ccc(N2CCN(S(=O)(=O)Cc3ccccc3)CC2)cc1NCc1ccco1,8.0%
CCc1ccc2oc(-c3cccc(NC(=O)c4ccc5c(c4)OCCO5)c3)nc2c1,10.0%
CCCOC(=O)c1c(N)sc2c1CCC2,31.0%
CCCCCCn1ncc(O)c(Cl)c1=O,0.0%
COc1ccc(N(CC(=O)NCCc2ccccc2)S(C)(=O)=O)c(OC)c1,21.0%
O=C(Nc1cccc(-c2nc3ccccc3o2)c1)c1cc2ccccc2o1,10.0%
CCC(C)OC(=O)C1=C(C)NC2=C(C(=O)CC(c3ccc(OC)cc3)C2)C1c1ccc(O)cc1 (stereo not given),5.0%
C=CCN1C(=O)/C(=C\c2cccc(OCC(=O)O)c2)C(=O)NC1=S,0.0%
COc1ccc(/C=C(/NC(=O)c2ccc(Br)o2)C(=O)Nc2cccc(C(=O)O)c2)cc1,3.0%
O=c1c2c3c(sc2ncn1/N=C/c1ccccc1)CCCC3,20.0%
CCOC(=O)C1(C(=O)OCC)C(C(=O)OCC)(C(=O)OCC)C1(C(=O)OCC)C(=O)OCC,2.0%
COc1ccc(/C=C(\NC(=O)c2ccc([N+](=O)[O-])cc2)C(=O)NCCCN2CCOCC2)cc1,6.0%
Cc1ccc2nsnc2c1NC(=O)COc1ccc(Cl)cc1Cl,16.0%
CCOC(=O)C1=C(C(=O)OCC)SC(=C2C(=S)C(C)(C)N(C(=O)c3ccc4ccccc4c3)c3cc(C)ccc32)S1,21.0%
C/C(=N\NC(=O)c1c(Cl)cc(Cl)cc1Cl)c1cccnc1,23.0%
Cc1cc(/C=C2/SC(=S)NC2=O)c(C)n1-c1ccc([N+](=O)[O-])cc1,4.0%

# In the list so far, 3 have an NH in an aromatic ring.
SMILES,RNase H inhibition
Cc1ccc(S(=O)(=O)Nc2ncn[nH]2)cc1,14.0%
Cc1cc(C(=O)N/N=C/c2ccc(Cl)c(Cl)c2)n[nH]1,11.0%
O=c1[nH]c(=S)ccn1-c1nc(-c2ccccc2)sc1-c1ccccc1,9.0%

# Assay outcomes as filed in PubChem BioAssay.
